M1 PAM = human M1 muscarinic receptor positive allosteric modulators, primary screen, CHO-K1 cells, Fluo-8 calcium fluorescence, 1536-well | CHO-K1 hM1, ACh EC20; 0% = ACh EC20, 100% = maximal ACh | activation, % at 3 µM | 360,000 compounds, 0.088% hits | Muscarinic acetylcholine receptor M1 (Homo sapiens), P11229 | AID 588819, 2011; in the data active means activation above about 19%, passing the limit was not always enough
M5 ag = human M5 muscarinic receptor agonists, primary screen, CHO-K1 cells, Fluo-8 calcium fluorescence. activation, % at 3 µM. CHO-K1 hM5 cells; 0% DMSO wells, 100% maximal acetylcholine response. Muscarinic acetylcholine receptor M5 (Homo sapiens), P08912. 360,000 compounds, 0.19% hits;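 active means activation above the run's mean over test compounds plus 3 SD, cut at about 23% in these data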;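 further: signal is peak over basal fluorescence ratio across the kinetic read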
Target sequence (P08912 whole entry, looked up): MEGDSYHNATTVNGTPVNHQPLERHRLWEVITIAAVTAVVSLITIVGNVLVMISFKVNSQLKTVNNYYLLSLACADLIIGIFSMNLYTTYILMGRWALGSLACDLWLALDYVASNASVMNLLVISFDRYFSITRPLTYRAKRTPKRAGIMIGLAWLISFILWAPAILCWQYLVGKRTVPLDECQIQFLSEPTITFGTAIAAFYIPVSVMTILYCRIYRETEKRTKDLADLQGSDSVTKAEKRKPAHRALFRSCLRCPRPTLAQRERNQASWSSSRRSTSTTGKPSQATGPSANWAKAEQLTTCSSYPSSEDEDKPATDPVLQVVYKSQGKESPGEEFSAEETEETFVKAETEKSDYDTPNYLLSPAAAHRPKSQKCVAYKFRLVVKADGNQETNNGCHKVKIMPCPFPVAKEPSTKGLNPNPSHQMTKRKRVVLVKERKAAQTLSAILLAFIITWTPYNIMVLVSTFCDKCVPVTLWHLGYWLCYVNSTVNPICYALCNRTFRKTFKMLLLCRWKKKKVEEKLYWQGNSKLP
M5 antag = human M5 muscarinic receptor antagonists, primary screen, CHO cells, Fluo-8 calcium fluorescence; Muscarinic acetylcholine receptor M5 (Homo sapiens), P08912; inhibition, % at 3 µM; 360,000 compounds, 0.59% hits; CHO-hM5 cells, ACh EC80;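 active means inhibition above a per-plate cutoff, the mean of that plate's test compounds plus 3 SD, cut at about 27% in these data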;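 further: 0% = acetylcholine EC80 with DMSO and 100% = DMSO without agonist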
M1 antag = human M1 muscarinic receptor antagonists, primary screen, CHO-K1 cells, Fluo-8 calcium fluorescence, 1536-well; Muscarinic acetylcholine receptor M1 (Homo sapiens), P11229; CHO-K1 hM1, ACh EC80 antagonist; inhibition, % at 3 µM; 360,000 compounds, 1.3% hits;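 active means percent inhibition above its own plate's cutoff, namely the mean of that plate's compound wells plus 3 SD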;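 further: peak over basal fluorescence ratio during 140 s after agonist addition; 0% = ACh EC80 plus DMSO and 100% = DMSO alone without agonist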
M1 ag = human M1 muscarinic receptor agonists, primary screen, Fluo-8 calcium fluorescence, CHO-K1 cells, HTS; Muscarinic acetylcholine receptor M1 (Homo sapiens), P11229; CHO-K1 hM1, agonist mode; 0% DMSO, 100% acetylcholine EC100; activation, % at 3 µM; 360,000 compounds, 0.33% hits;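 active means activation above the run's mean compound activation plus 3 SD, cut at about 16% in these data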;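 further: peak over basal fluorescence ratio within a 140 s kinetic read after compound addition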
TAAR1 ag = human TAAR1 agonists, primary screen, Fluo-8 calcium fluorescence, CHO RD-HGA16 cells; vehicle wells 0%, saturating PEA agonist 100%; activation, % at 3 µM; 360,000 compounds, 0.99% hits; AID 624467, 2012;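 active means activation above the mean activation of all test compounds in the run plus 3 SD, cut at about 38% in these data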
Target sequence (Q96RJ0 whole entry, looked up): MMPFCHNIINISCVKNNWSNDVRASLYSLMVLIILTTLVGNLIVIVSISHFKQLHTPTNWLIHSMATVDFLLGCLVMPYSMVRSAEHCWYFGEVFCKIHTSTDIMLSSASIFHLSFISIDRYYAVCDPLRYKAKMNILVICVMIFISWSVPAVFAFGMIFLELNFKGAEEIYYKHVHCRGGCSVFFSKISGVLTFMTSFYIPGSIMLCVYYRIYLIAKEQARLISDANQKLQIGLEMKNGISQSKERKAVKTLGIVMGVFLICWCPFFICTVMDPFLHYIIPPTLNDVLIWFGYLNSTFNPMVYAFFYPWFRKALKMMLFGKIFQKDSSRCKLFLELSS
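Test system: RD-HGA16 (CHO) cells co-expressing Gα16 and hTAAR1 / Benchmarks: DMSO vehicle as 0%, PEA at EC100 as 100% / Repeats: no replicates (n 1) / Measure: % activation from peak over basal fluorescence ratio, DMSO-to-PEA scaled / Timing: 17-24 h plating, Fluo-8 75 min 37 °C, 30 min RT / Technique: kinetic Fluo-8 calcium fluorescence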
M4 antag = human M4 muscarinic receptor antagonists, primary screen, CHO cells, Fluo-8 calcium fluorescence. inhibition, % at 3 µM. CHO-hM4 cells, ACh EC80. 360,000 compounds, 0.73% hits. Muscarinic acetylcholine receptor M4 (Homo sapiens), P08173;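 active means inhibition above its plate's cutoff, the mean inhibition of sample wells plus 3 SD, cut at about 27% in these data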;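 further: 0% = acetylcholine EC80 with DMSO and 100% = DMSO without agonist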
CHRM5 PAM = human M5 muscarinic receptor positive allosteric modulators, primary screen, CHO-K1 cells, Fluo-8 calcium fluorescence; Muscarinic acetylcholine receptor M5 (Homo sapiens), P08912; CHO-K1 hM5, ACh EC20 PAM; 0% = ACh EC20, 100% = ACh EC100; activation, % at 3 µM; 360,000 compounds, 0.3% hits;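 active means activation above the run cutoff, the mean activation of all test compounds plus 3 SD, cut at about 18% in these data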
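Measured by: Fluo-8 calcium fluorescence; material: human M5 receptor in CHO-K1 cells; schedule: Post-acetylcholine fluorescence recording 140 s; benchmarks: low control EC20 acetylcholine (0%), high control EC100 acetylcholine (100%); read-out: Max/basal fluorescence ratio as % of EC20–EC100 ACh window; compound: single dose, 3 µM nominal final test concentration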
CHRM4 agonist = human M4 muscarinic receptor agonists, primary screen, CHO-K1 cells, Fluo-8 calcium fluorescence; Muscarinic acetylcholine receptor M4 (Homo sapiens), P08173; CHO-K1 hM4/Gqi5; vehicle 0%, full acetylcholine response 100%; activation, % at 3 µM; 360,000 compounds, 0.14% hits; AID 624127, 2012;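 active means activation above the run mean over all test wells plus 3 SD, cut at about 32% in these data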;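 further: peak over basal fluorescence ratio per well then scaled between controls; 0% = DMSO wells and 100% = acetylcholine at EC100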
* marks the source's active call; other numbers are inactive results; . = not tested or not shown. These rows are one share of the data. The share of hits here may be higher or lower than overall.

Values run as follows: M1 PAM	M5 ag	M5 antag	M1 antag	M1 ag	TAAR1 ag	M4 antag	CHRM5 PAM	CHRM4 agonist
CCN(C(=O)CCN1C(=O)c2ccccc2S1(=O)=O)c1ccccc1
→ 11	-6	6	4	8	2	-9	3	3
COc1ccc(NC(=O)CCCNC(=O)Cn2cnc3sc4c(c3c2=O)CCCC4)cc1OC
→ 4	-3	12	-6	-12	-1	1	3	1
CCC(C)(C)NC(=O)C1CCCN1C(=O)NC1CCCCC1 (centres undefined)
→ 10	3	11	-9	-2	1	-5	7	0
O=C(c1ccc2oc(CCc3ccccc3)nc2c1)N1CC[C@H](O)C1
→ 15	-4	-3	-8	1	2	2	3	2
O=C(Nc1cc(S(=O)(=O)N2CCOCC2)ccc1N1CCCC1)c1ccc(F)cc1
→ 2	1	-1	-2	-4	-3	-18	1	2
O=C(Nc1nccs1)c1ccc2nccnc2c1
→ 6	4	0	-9	-2	-3	2	4	2
COc1ccc(-c2cc(CNS(=O)(=O)c3ccccc3)on2)cc1
→ 8	6	11	5	-4	2	-6	10	8
CCOC(=O)c1cn2nc(Oc3ccc(C)cc3)ccc2n1
→ 9	-1	11	-14	-4	-1	-3	6	-1
O=C(NCc1ccc(F)cc1)C1CCN(S(=O)(=O)N2CCC3(CC2)OCCO3)CC1
→ -8	3	2	-9	-3	11	0	-2	2
COc1ccc([N+](=O)[O-])cc1-c1nc2ccccc2nc1-c1ccccc1
→ -4	1	6	2	0	0	2	-6	-1
c1ccc2c(c1)CCCN2Cc1nnnn1C1CCCC1
→ -12	-8	5	26	-5	14	6	-4	0
CCOc1nc(N2CCOCC2)nc(C)c1[N+](=O)[O-]
→ 10	0	1	-3	-10	3	4	2	0
CC(C)(C)NC(=O)c1cc(-c2ccc3c(c2)OCO3)nc2ccccc12
→ 3	-1	-3	-7	-1	-1	-4	-2	5
Cc1ccc(C(=O)NCC(=O)OCC(=O)N2CCCc3ccccc32)cc1
→ -3	-4	-16	-4	-4	0	-9	1	1
Cc1ccc(C(=O)NNc2ncnc3c2cnn3C)cc1
→ 4	2	-5	-8	-4	0	-9	19*	1
C=CCN1C(=O)c2ccc(C(=O)N(CCC)CC(=O)Nc3ccccc3C)cc2C1=O
→ 2	3	-3	-3	0	1	6	2	1
Cc1cc(C)c(NC(=O)CSc2nc3[nH]ncc3c(=O)[nH]2)c(C)c1
→ 2	1	10	-2	-5	3	7	-7	0
O=C(c1cc(C2CC2)on1)N1CCOCC1
→ 15	1	0	-20	-2	1	-3	-1	1
O=C(Nc1nc(COc2ccccc2)cs1)c1ccccc1F
→ 3	2	8	-8	-6	5	3	-5	3
CCCCn1c(SCC(=O)OCC)nnc1-c1ccoc1C
→ 8	-4	6	-5	1	10	3	5	0
COC(=O)C[C@H]1C[C@H]2c3cc(NC(=O)Nc4ccc(F)cc4)ccc3O[C@H]2[C@@H](CO)O1
→ -8	1	6	4	-1	7	-12	-9	7
Cc1ccc2nc3c(cc(C(N)=S)c(=N)n3CCCOC(C)C)c(=O)n2c1
→ 2	-1	5	3	-11	8	0	-11	-1
CCCCN(C(=O)CSc1ncnc2sccc12)c1c(N)n(Cc2ccccc2)c(=O)[nH]c1=O
→ 7	0	10	-8	-7	5	4	3	0
COc1cccc(CN(C)C(=O)c2csc3c2CCCC3)c1OC
→ 11	2	5	-10	0	9	1	2	1
COc1c(C)cc(C(=O)C2CCCN(C(=O)c3cc(C)nc(C)n3)C2)cc1C (centres undefined)
→ 3	0	7	-7	-7	3	-3	-4	0
Cc1ccc(N(CC(=O)NCc2ccncc2)S(C)(=O)=O)cc1
→ 5	-7	4	-15	-4	14	-9	-1	1
CC(C)Cc1nnc(NC(=O)CCC(=O)Nc2ccc(F)cc2)s1
→ 7	3	-3	7	2	13	4	10	1
CCC(=O)Nc1cccc(C2=NOC3(C2)C[C@@H](C(N)=O)N(C(=O)C(c2ccccc2)c2ccccc2)C3)c1 (some centres undefined)
→ 3	-1	3	1	-6	2	0	12	0
O=C(CSc1nc2ccccc2c(=O)n1Cc1ccco1)Nc1cccc(O)c1
→ -5	0	10	9	-3	5	0	-3	4
O=C1CCCCC1C(Nc1ccc(Br)cc1)c1ccccc1 (centres undefined)
→ -6	-13	2	11	-4	25	7	-21	-1

Further structures.
Values run as follows: M1 PAM	M5 ag	M5 antag	M1 antag	M1 ag	TAAR1 ag	M4 antag	CHRM5 PAM	CHRM4 agonist
CC(C)(C)c1ccc(C(=O)Nc2ccc(C(=O)N3CCCC3)cc2)cc1
→ 2	-1	22	2	-5	2	11	2	5
Cc1cccc(C(=O)NNS(=O)(=O)c2ccccc2)c1O
→ 10	0	-4	-12	-3	-1	2	4	2
C[C@H](CO)N1C[C@H](C)[C@@H](CN(C)C(=O)CCC(F)(F)F)OCc2cnnn2CCCC1=O
→ 3	1	-9	0	-3	3	-9	5	1
COC(=O)CCSCC(=O)Nc1nnc(C)s1
→ 1	1	0	-7	-2	0	6	8	1
CCCc1cc(=O)[nH]c(SCC(=O)N2C(C)CCCC2C)n1 (centres undefined)
→ 6	0	5	-2	-3	0	-3	4	2
CCCc1ccc(OCCNC(=O)CC)cc1
→ 6	1	4	-22	-5	0	7	-7	0
C=CCOc1ccc(/C=N/NC(=O)C(=O)N2CCCCCC2)cc1OC
→ 13	-3	10	-9	-2	1	-17	1	2
Cc1cc2c(n1-c1ccc(C(N)=O)cc1)CC(C)(C)CC2=O
→ 4	-2	2	-4	-6	5	-5	3	-1
O=C(O)CN1CCN(C(c2ccccc2)c2ccccc2)CC1
→ 9	-19	2	-19	-11	0	-5	-5	1
COC(=O)c1nc(N)sc1-c1ccc(OC)cc1
→ 2	-6	5	3	-2	1	3	-14	0
Cc1cccc(-c2nnc(SCC(=O)NCc3ccc4c(c3)OCO4)n2C)c1
→ 4	-4	6	-9	-5	5	-6	-4	0
CC(=O)c1cccc(-c2ccc3c(c2)C(C)(Cc2ccccc2C#N)C(=O)N3)c1 (centres undefined)
→ -1	0	3	-1	0	0	6	-1	5
COC(=O)[C@@]1(Sc2ccc(C)cc2)CC(=O)N(C(=O)CCc2ccccc2)[C@@H]1c1ccccc1
→ .	0	-4	.	.	1	3	-6	1
COCC(=O)NC1CCN(CC(=O)Nc2ccc(OC)cc2[N+](=O)[O-])CC1
→ -2	3	-5	-20	0	2	0	1	0
CCCCCC1CC(CC(=O)Nc2ccc([N+](=O)[O-])cc2)OC1=O (centres undefined)
→ 6	-4	2	-14	-3	3	-4	0	0
COCCCNC(=O)CCCC(=O)NCCCOC
→ 4	2	0	-3	-2	0	-9	-2	1
Nn1c(SCC(=O)Nc2nccs2)nnc1-c1ccccn1
→ 6	1	-7	-8	1	2	-2	4	2
CC(N=Cc1ccccc1O)c1ccccc1 (centres undefined)
→ 3	1	-5	1	-2	11	4	0	1
CCOC(=O)c1c(C)[nH]c(C(=O)OCC(=O)NCCc2ccc(OCC)c(OCC)c2)c1C
→ 0	1	-2	2	-1	-1	-2	4	0
O=C(NC(=S)N1CCN(CCO)CC1)C12CC3CC(CC(C3)C1)C2
→ 3	1	11	-4	-3	1	4	2	1
Cc1ccc(N=Cc2cccc(O)c2O)c(C)c1
→ 4	1	5	7	-1	5	14	-5	1
O=C(CN(C(=O)CNC(=O)c1cccs1)c1ccc(F)cc1)NC1CCCC1
→ 19	-3	5	-22	0	3	-3	3	2
Cc1cc(C)c([N+](=O)[O-])cc1-c1ccc(/C=N/NC(=O)c2nonc2N)o1
→ 2	0	-1	0	-3	41*	-2	0	5
Cc1ccnc(NS(=O)(=O)c2ccc(NC(=O)C3CC3)cc2)n1
→ 3	1	5	2	-1	4	-1	3	1
O=C(CN1C(=O)NC(CCc2ccccc2)C1=O)NC1CC1 (centres undefined)
→ 4	-3	3	2	0	3	-4	-5	1
CC1(C(=O)OCC(=O)Nc2cccc(S(=O)(=O)NC3=NCCCCC3)c2)CC1(Cl)Cl (centres undefined)
→ 4	2	-3	-1	-1	2	-4	1	6
Cc1ccc(-c2cc(C(=O)N/N=C/c3cccnc3)c3ccccc3n2)cc1C
→ -4	1	10	13	-2	3	0	-11	3
CC1=C/C(=C(/c2ccc(O)c(C)c2)c2ccccc2S(=O)(=O)O)C=CC1=O
→ 4	1	2	-4	-3	3	4	1	1
C[C@@H]1C=C(C(=O)NCc2ccccc2)O[C@H](OCc2ccc(CO)cc2)C1
→ 0	4	0	1	-3	3	-5	6	2
O=C(Nc1ccc(F)cc1)c1sc2cc(C(F)(F)F)cnc2c1-c1cccs1
→ -13	-6	-6	7	-5	12	-9	-12	3

Going on with the list:
Values run as follows: M1 PAM	M5 ag	M5 antag	M1 antag	M1 ag	TAAR1 ag	M4 antag	CHRM5 PAM	CHRM4 agonist
CCOC(=O)c1c(C)[nH]c(C)c1S(=O)(=O)N(C)CC(=O)Nc1cccc(F)c1
→ 3	-1	9	-1	-1	1	-13	-2	2
COCC(=O)Nc1nnc(COc2ccccc2)s1
→ 5	-9	-10	-9	-3	16	-8	-13	1
N#CC1=C(N)Oc2c(oc(CO)cc2=O)C12C(=O)Nc1ccc(Cl)cc12 (centres undefined)
→ 15	1	-6	-18	-2	0	6	1	1
S=c1[nH]nc(COc2ccc3ccccc3c2)o1
→ 13	1	0	-12	0	-1	8	6	2
O=C(C1CC1)N1CCc2cc(Br)cc(S(=O)(=O)NCC3COc4ccccc4O3)c21 (centres undefined)
→ 7	2	4	-6	-2	3	11	-3	4
COc1cc(NC(=O)CCN2CCN(C)CC2)cc(OC)c1
→ 5	-3	6	-9	-2	4	2	2	0
CC(=O)N1CC2(C)CN(C(C)=O)CC(C)(C1)C2=O
→ 4	-4	-4	-28	-2	2	-4	3	0
CCc1cc2c(CN3CCN(C)CC3)cc(=O)oc2cc1O
→ 2	-5	1	-8	-3	1	5	5	2
CCc1ccc(C(=O)COC(=O)c2ccc(-c3nnc(-c4ccccc4)o3)cc2)cc1
→ 5	2	-1	-3	-6	4	18	-1	0
O=C(CCC1CCCC1)N1CCN(C(=O)c2cccnc2)CC1
→ 12	-2	-6	-3	-4	8	-7	2	1
CCOC(=O)c1cc(-c2cccs2)[nH]n1
→ 10	-2	16	2	-5	1	14	-14	0

Some values from the results shown:
COc1cc(NC(=O)CCN2CCN(C)CC2)cc(OC)c1 – M5 antag: 6
COCC(=O)Nc1nnc(COc2ccccc2)s1 – M5 ag: -9
